ERa coact pot – enhances coactivator binding to human estrogen receptor alpha | 86,000 compounds, 1.3% hits | TR-FRET ERalpha-LBD/SRC-Cy5 coactivator binding, 2 h; 100 = basal binding, no effect | AID 639 | coactivator binding (% of control), % at 25.6 µM; in the data active = activity above about 200%;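 note: binding measured in presence of low estradiol as agonist stimulus; 0% = peptide alone without receptor and 100% = receptor with peptide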
FAK blocker – blocks human focal adhesion kinase activity. inhibition, %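 (tested at 7 µM)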. Q05397. 97,000 compounds, 0.84% hits. biochemical FAK kinase activity assay; in the data active = inhibition above about 19%;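 note: 0% = DMSO and 100% = reference compound high control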
Rev-RRE block – disrupts HIV-1 Rev binding to RRE RNA. Rev peptide-RRE RNA binding, FRET. 97,000 compounds, 0.79% hits. inhibition, % at 8 µM;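 active = inhibition above the screen-wide mean plus 3 SD, cut at about 35% in these data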;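 note: 0% = median DMSO wells and 100% = median Neomycin B control wells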
Target sequence (P05866 whole entry, looked up): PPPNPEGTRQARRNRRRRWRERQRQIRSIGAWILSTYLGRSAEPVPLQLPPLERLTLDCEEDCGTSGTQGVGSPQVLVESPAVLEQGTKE
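Test system: Cy5-tagged RRE RNA duplex with fluorescein-tagged Rev peptide; Probe or stimulus: labelled Rev peptide; Schedule: 5 min preincubation and 15 min binding, 25 °C; Signal: FRET fluorescence readout; Evaluation: % inhibition from 671/540 nm acceptor-to-donor ratio, scaled between controls; Control set: DMSO and neomycin B.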
ERa coact inh – ER-alpha (human) coactivator binding inhibition; AID 629; 86,000 compounds, 1.7% hits; TR-FRET ER-alpha LBD / SRC-1 peptide, estradiol-bound; P03372; inhibition, % at 25.6 µM; in the data active = inhibition above about 50%;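 note: 0% = receptor plus peptide control and 100% = peptide only without receptor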
CD11b adhes inh – CD11b/CD18-fibrinogen binding inhibition; P05107+P11215; K562 CD11b/CD18 adhesion to fibrinogen, ATPlite luminescence; Mn2+ added to activate the integrin; inhibition, % at 10 µM; 93,000 compounds, 0.54% hits;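 active = primary inhibition of 50% or more at 10 µM, then 40% or more on retest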; note: some results filed as inactive read as strong as hits
PLK1 inh – PLK1 (human) kinase inhibition | P53350 | recombinant PLK1 kinase, TR-FRET peptide phosphorylation | inhibition, % at 10 µM | 97,000 compounds, 0.53% hits;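 active = inhibition of 50% or more in the single-concentration screen; inactive = inhibition below 50%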;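 note: 0% = DMSO max control and 100% = H-89 dihydrochloride min control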
Target sequence (P53350 whole entry, looked up): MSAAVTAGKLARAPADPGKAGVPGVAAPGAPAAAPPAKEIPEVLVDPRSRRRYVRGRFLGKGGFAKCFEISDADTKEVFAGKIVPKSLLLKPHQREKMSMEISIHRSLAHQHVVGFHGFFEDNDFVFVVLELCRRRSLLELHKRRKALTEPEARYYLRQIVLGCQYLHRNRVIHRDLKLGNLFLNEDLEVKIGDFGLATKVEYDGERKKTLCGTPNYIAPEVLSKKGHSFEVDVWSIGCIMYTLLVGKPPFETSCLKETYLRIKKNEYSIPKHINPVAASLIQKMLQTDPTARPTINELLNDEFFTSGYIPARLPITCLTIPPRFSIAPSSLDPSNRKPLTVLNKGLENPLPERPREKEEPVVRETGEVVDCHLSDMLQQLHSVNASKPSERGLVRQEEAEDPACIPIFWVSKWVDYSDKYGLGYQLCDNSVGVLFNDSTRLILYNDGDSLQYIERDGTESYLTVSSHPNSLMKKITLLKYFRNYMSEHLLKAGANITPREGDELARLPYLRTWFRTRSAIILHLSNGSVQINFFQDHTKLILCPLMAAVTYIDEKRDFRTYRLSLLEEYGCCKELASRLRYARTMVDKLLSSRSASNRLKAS
PLK1 PBD inh – Plk1 (human) PBD binding inhibition. Plk1 PBD phosphopeptide binding, fluorescence polarization. inhibition, %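 (tested at about 20 µM)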. 97,000 compounds, 0.13% hits. AID 693; in the data active = inhibition above about 34%, passing the limit was not always enough
Mac1 fbg enh – increases human CD11b/CD18 adhesion to fibrinogen; P05107+P11215; K562 CD11b/CD18 adhesion to fibrinogen, ATPlite luminescence; activation, % at 10 µM; 93,000 compounds, 0.07% hits; AID 1499;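 active = 10 µM primary screen giving 50% or more activity, confirmed by 40% or more on retest at that dose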; note: strong numbers were not always called active
ERb coact inh – blocks coactivator binding to human estrogen receptor beta. Q92731. TR-FRET ER-beta LBD / SRC1-Cy5 peptide binding; receptor agonist-loaded with 1 µM estradiol. inhibition, % at 25.6 µM. 86,000 compounds, 1.3% hits. AID 633;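 active = compounds whose percent inhibition of the receptor-coactivator binding signal exceeds about 50% in the single-dose screen, limit read from the data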;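 note: 0% = receptor plus peptide wells without compound and 100% = peptide-only wells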
An asterisk follows results filed as active; . = no result given; [ ] = dose if it differs, or a comment.

molecule	ERa coact pot	FAK blocker	Rev-RRE block	ERa coact inh	CD11b adhes inh	PLK1 inh	PLK1 PBD inh	Mac1 fbg enh	ERb coact inh
O=C(Nc1cccc(C(F)(F)F)c1)/C(=C/c1ccco1)NC(=O)c1cccs1	.	-7	11	.	-12	0	12	-6	.
Cc1c(NC2=NC3(CCCCC3)Cc3ccccc32)c(=O)n(-c2ccccc2)n1C	.	3	-1	.	2	-6	8	4	.
N#CC1=C(SCC(N)=O)NC(=O)CC1c1ccccc1Cl (stereo not drawn)	115	-3	3	0	2	2	-12	1	-3
COc1ccccc1NC(=O)CSC(N)=O	98	1	5	2	10	-8	14	-3	-13
CCC(C)NC(=O)c1ccccc1NC(=O)c1ccc(CSc2ccc(C)cc2)cc1 (stereo not drawn)	.	-2	10	.	3	-12	26	4	.
COC(=O)C1=C(C)NC2=C(C(=O)CC(C)(C)C2)C1c1cn(Cc2ccc(Br)cc2)nc1-c1ccccc1 (stereo not drawn)	.	10	6	.	15	-13	7	0	.
Cc1c(C(=O)O)sc2nc(C)n(C)c(=O)c12	88	-9	5	-2[fluorescence artefact?]	.	-6	16	.	10
CCCC(=O)Nc1c(C)n[nH]c1C	.	1	4	.	.	-21	6	.	.
COc1cccc(Nc2nnc(SCC(=O)N3CCOCC3)s2)c1	97[fluorescence artefact?]	3	8	-1	12	5	1	-2	8[fluorescence artefact?]
CCC1c2ccc(C)n2CCN1C(=O)Nc1cc(Cl)ccc1OC (stereo not drawn)	111	-1	7	-6	.	-1	7	.	-2
CN(CC(=O)NC1CCCCC1)S(=O)(=O)c1ccc(Cl)cc1	101	1	-1	6	11	-6	0	2	-11[fluorescence artefact?]
CCc1cc(C(=O)Cc2ccc(F)cc2)c(O)cc1O	75[fluorescence artefact?]	.	.	13	103*	.	.	-6	19
O=C(Oc1cccc(-n2cnnn2)c1)c1ccco1	105	-1	9	0	.	-9	0	.	-7
CCCCC(=O)Nc1cc(NC(=O)CCCC)cc(C(=O)O)c1	84	-1	4	30	-2	-14	-12	5	29
CCc1ccc(N(C(=O)C(F)(F)F)C(C(=O)NC2CCCCC2)c2ccncc2)cc1 (stereo not drawn)	.	-2	5	.	-9	-1	-25	1	.

molecule	ERa coact pot	FAK blocker	Rev-RRE block	ERa coact inh	CD11b adhes inh	PLK1 inh	PLK1 PBD inh	Mac1 fbg enh	ERb coact inh
Cc1nc2ccc3[nH]snc3c2n1	74[fluorescence artefact?]	2	1	11	6	32	12	-4	28
COCC(=O)N(C)C1(c2nnnn2CCOC(=O)Nc2ccc(Cl)cc2)CCCC1	119	0	11	6	-9	-7	-4	0	19
O=C(O)/C=C\C(=O)Nc1ccccc1C(=O)N1CCN(c2ccc(Cl)cc2)CC1	.	-2	9	.	-7	-9	-12	-1	.
Nc1nc(SCC(=O)NC2CCCCCC2)[nH]c(=O)c1-c1ccccc1	110	-1	0	4	6	-40	-17	-2	-23
Cn1c(=O)c2c(nc(CN3CCN(C(=O)c4ccco4)CC3)n2Cc2ccccc2F)n(C)c1=O	107	7	4	6[fluorescence artefact?]	-3	4	23	-5	-4[fluorescence artefact?]
CS(=O)(=O)N(CC(=O)N1CCN(Cc2ccc3c(c2)OCO3)CC1)Cc1ccc(Cl)cc1	104	1	7	26	20	-8	-7	-1	-16
C1CCN(c2nc(N3CCCC3)nc(N3CCNCC3)n2)C1	107	.	.	4[fluorescence artefact?]	4	.	.	4	1[fluorescence artefact?]
Cc1cccc2cc3c(N)c(C(=O)N4CCOCC4)sc3nc12	111	1	50*	-8	.	-3	4	.	-1[fluorescence artefact?]
Cc1cc(C(=O)CSc2ccc(Cl)cc2)cc(C)c1OC(=S)N(C)C	98	1	15	0[fluorescence artefact?]	40	-10	-13	1	-2[fluorescence artefact?]
Cc1cc(C)nc(N2CCC(C(=O)NCc3ccco3)CC2)n1	124	0	0	-5	10	-8	9	1	-7
COc1cccc(C(=O)NNC(=O)c2ccccc2Br)c1	.	-4	4	.	.	-2	17	.	.
CCCCn1c(-c2ccc([N+](=O)[O-])cc2)n[nH]c1=S	.	6	4	.	12	-12	22	-3	.
O=c1ccn(-c2cccc(C(F)(F)F)c2)nc1-c1ccn(-c2ccccc2F)n1	.	-1	3	.	.	7	-20	.	.
O=C(CSc1nnc(-c2ccccc2)o1)NCC1CCCCC1	115	-5	-1	6	2	-22	-23	2	-6
OCCNCCCCOc1ccccc1F	134	-4	7	-5	.	4	13	.	-5

molecule	ERa coact pot	FAK blocker	Rev-RRE block	ERa coact inh	CD11b adhes inh	PLK1 inh	PLK1 PBD inh	Mac1 fbg enh	ERb coact inh
Cn1cccc1-c1nc2ccccc2n1Cc1ccccc1	78	1	6	-1	7	-9	17	-1	1
Cc1cccc(N=C2N=C(N)c3ccccc32)c1	93	-1	6	3	.	0	17	.	-5
Cc1c2c(nc3nc4ccccc4n13)CCCC2=O	93	.	.	-1	-1	.	.	-2	5
Cc1ccccc1N1CCN(C(=O)C2CCCCC2)CC1	104	-4	7	-9	6	2	-13	2	-6
Fc1ccc(CNc2ccc(CNc3ncn[nH]3)cc2)cc1	100	.	.	-1	-8	.	.	-1	5[fluorescence artefact?]
CCCCc1c(O)nc2n(c1=O)CCS2	.	-1	4	.	-9	-20	10	4	.
CC(C)N1C2OC(C3OC4C(O3)N(C(C)C)S(=O)(=O)N4C(C)C)OC2N(C(C)C)S1(=O)=O (stereo not drawn)	96	1	5	1	-7	-1	5	-3	-7
CCOC(=O)C1CN(S(=O)(=O)c2ccc(OC)cc2)c2cc(S(=O)(=O)CC)ccc2O1 (stereo not drawn)	.	-2	3	.	.	-4	5	.	.
COCc1c(C(=O)N2CCN(c3ccc(C(F)(F)F)cn3)CC2)oc2ccccc12	85	-1	9	-2	9	-7	14	-2	-10
CCc1ccccc1N1CSC2=C(C#N)C(c3cc(OC)c(OC)cc3OC)CC(=O)N2C1 (stereo not drawn)	225*[fluorescence artefact?]	16	7	-6	-20	3	-10	29	0[fluorescence artefact?]
NC(=O)CNC(=O)[C@@H]1CC2(CC(c3ccc(Cl)cc3)=NO2)CN1C(=O)c1ccc(Br)cc1 (stereo partly drawn)	.	9	8	.	.	-6	-22	.	.
O=C1CCCc2c1[nH]c1ccc(CN3CCCCC3)cc21	95	6	11	4[fluorescence artefact?]	-6	-9	-10	-4	16[fluorescence artefact?]
Cc1nn(-c2ccc(Cl)cc2Cl)c(=O)c2ccccc12	105	0	2	-1	.	0	-16	.	9
CCN(CC)CCNC(=O)CCCCCn1c(=O)[nH]c2cc(C(=O)OC)ccc2c1=O	109	0	7	5[fluorescence artefact?]	-1	-10	-26	-2	-7[fluorescence artefact?]
Cc1nc2sc(C(c3ccc(Cl)cc3)N3CCOCC3)c(O)n2n1 (stereo not drawn)	118	-9	3	-1	-10	-14	-3	-1	-5

molecule	ERa coact pot	FAK blocker	Rev-RRE block	ERa coact inh	CD11b adhes inh	PLK1 inh	PLK1 PBD inh	Mac1 fbg enh	ERb coact inh
Cc1cc(C)nc(SCCN2CCOCC2)n1	100	-2	8	-8	-18	-5	-20	-1	5
CC(C)(C)C1=Nn2c(nnc2-c2n[nH]c3c2CCC3)SC1	.	4	6	.	5	35	-30	6	.
O=C(COc1cnc2ccccc2n1)NCCC1=CCCCC1	106	1	0	-11	15	-10	-14	-1	-17
COc1ccc(N=Cc2nc(-c3ccco3)oc2O)cc1	100[fluorescence artefact?]	2	-2	-12[fluorescence artefact?]	.	-6	-2	.	-16
O=S(=O)(NCCc1ccccn1)c1cccs1	101	5	10	23	-20	-6	-15	4	2
Cc1c(-c2ccco2)[n+](=O)c2c(n1[O-])CCCCC2	113	-1	5	-9	-10	-8	2	-1	-8
CCCCn1c(=O)[nH]c(=O)c2c1nc(-c1ccsc1)n2Cc1ccccc1	120	3	23	12[fluorescence artefact?]	2	-7	9	-6	11[fluorescence artefact?]
O=C(NNc1ccc([N+](=O)[O-])cc1)C1CC2CCCC(C1)C2=O (stereo not drawn)	.	3	-1	.	.	-5	-8	.	.
C=CCn1c(-c2ccoc2C)n[nH]c1=S	.	-3	5	.	10	-10	-9	2	.
CCC1SC2=NCCN2C1(O)c1ccc(Cl)cc1 (stereo not drawn)	124	4	7	1	-6	-4	-7	3	2
CCC(C)(C(=O)NC1CCCCC1)N(CC1CCCO1)C(=O)CNC(=O)c1ccccc1 (stereo not drawn)	112	0	8	-4	-2	-3	-13	-6	-6
CCC/C(O)=C1\C(=O)CCCC1=NCCCCCC(=O)O	108	-2	7	-5	10	-10	19	1	-5
C[C@H](NC(=O)NCc1cccs1)C(=O)O	95	-1	15	17	-9	-13	12	0	7
CCOC(=O)N1CCN(C(=O)CN(c2ccc3c(c2)OCO3)S(C)(=O)=O)CC1	106	-11	2	1	-19	-3	12	2	-8
c1ccc(Nc2nc(N3CCOCC3)nc(N3CCOCC3)n2)cc1	.	-1	7	.	4	-5	1	2	.

molecule	ERa coact pot	FAK blocker	Rev-RRE block	ERa coact inh	CD11b adhes inh	PLK1 inh	PLK1 PBD inh	Mac1 fbg enh	ERb coact inh
Cc1ccccc1NC(=S)NNc1ncc(C(F)(F)F)cc1Cl	.	-2	-4	.	17	-9	-34	0	.
Cc1ccccc1NC(=O)c1ccc2c(c1)OCCO2	83	1	4	17	2	-4	1	-6	16
Cc1cccc(N(C(=O)c2ccc(Cl)cc2)C2CS(=O)(=O)CC2OC(=O)c2ccc(Cl)cc2)c1 (stereo not drawn)	.	5	0	.	1	-2	-31	-6	.
COc1cc2cc(C#N)c(SCC(=O)N3CCOCC3)nc2cc1OC	100[fluorescence artefact?]	0	8	2	.	-9	1	.	1
COC(=O)c1ccc(CSc2nnc(CNC(=O)c3cccs3)o2)o1	89	2	0	-7	-5	-6	-17	-5	6
CCOc1cc(C(=O)CSc2nnc(CNc3ccc(Cl)cc3)o2)ccc1NC(=O)CC	98	2	12	25[fluorescence artefact?]	14	-15	-8	-1	18
Cc1ccc(C)c(-c2nc3ccc(N)cc3[nH]2)c1	116	-1	9	0	-37	-11	-7	2	-5

Exported with each value named: entries from further up.
Cc1ccccc1NC(=S)NNc1ncc(C(F)(F)F)cc1Cl
  ERa coact pot: . | FAK blocker: -2 | Rev-RRE block: -4 | ERa coact inh: . | CD11b adhes inh: 17 | PLK1 inh: -9 | PLK1 PBD inh: -34 | Mac1 fbg enh: 0 | ERb coact inh: .

Cc1ccccc1NC(=O)c1ccc2c(c1)OCCO2
  ERa coact pot: 83 | FAK blocker: 1 | Rev-RRE block: 4 | ERa coact inh: 17 | CD11b adhes inh: 2 | PLK1 inh: -4 | PLK1 PBD inh: 1 | Mac1 fbg enh: -6 | ERb coact inh: 16

Screening results deposited in PubChem BioAssay by several laboratories.
